# SENP1 FRET inh = inhibitors of human SENP1 SUMO protease catalytic domain. Q9P0U3. recombinant SENP1 catalytic domain, CyPet-SUMO1-YPet FRET cleavage. inhibition, % at 10 µM. 360,000 tested, 0.21% active;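 active = inhibition at least 30% at 10 µM, raw YFP signal under a set limit, fluorescence ratio 0.5 to 1.5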;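 also: 0% = enzyme with DMSO and 100% = no enzyme wells; some results filed as inactive read as strong as hits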
# Target sequence (Q9P0U3 419-644 limits assumed): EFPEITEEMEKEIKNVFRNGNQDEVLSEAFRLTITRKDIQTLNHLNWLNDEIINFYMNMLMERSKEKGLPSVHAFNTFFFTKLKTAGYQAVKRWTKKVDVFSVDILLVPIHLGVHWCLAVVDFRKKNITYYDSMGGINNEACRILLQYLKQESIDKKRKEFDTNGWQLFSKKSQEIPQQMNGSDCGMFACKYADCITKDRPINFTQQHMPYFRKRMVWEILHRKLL
#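 Assay system: hSENP1 catalytic domain, recombinant. Amount: SENP1 enzyme, 20 pM final. Schedule: 50 min reaction, RT, dark. Technique: FRET, CFP and YFP emission. Control set: no-enzyme wells low, DMSO-plus-enzyme wells high control.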
# The depositor's hits bear a star. Not all compounds are listed; count on the stated rates, not on these rows.
SMILES,SENP1 FRET inh
CCN(CC)CCNC(=O)c1ccc(NC(=O)c2ccc(S(=O)(=O)N3CCCC3)cc2)cc1,1
CCOC1CCCc2oc(-c3ccc(OC)cc3)c(C#CCCO)c21 (stereo not given),6
CCCCn1nnnc1C(c1cc2ccccc2o1)N1CCN(C(=O)OCC)CC1 (stereo not given),1
O=c1[nH]c(=O)n(C2CC(O)C(CO)O2)cc1Br (stereo not given),0
CC(=O)Nc1cncc(-c2cccc(C(=O)NCCN(C)C)c2)n1,-1
CCCOc1ccc(F)cc1-c1cc(C(=O)NCc2ccc(F)cc2)[nH]n1,5
C[C@@H]1CCCCO[C@H](CN(C)Cc2ccc3c(c2)OCO3)[C@@H](C)CN([C@H](C)CO)C(=O)c2cc(NC(=O)c3ccccc3)ccc2O1,-3
NS(=O)(=O)c1ccc(Cl)c(S(N)(=O)=O)c1,3
CCOC(=O)c1c(C)[nH]c(C(=O)OCC(=O)N(CC)c2c(N)n(Cc3ccccc3)c(=O)[nH]c2=O)c1C,-8
CCCS(=O)(=O)NC(=O)C1(C)CCN(C(=O)c2cc(C)nn2C(C)(C)C)C1 (stereo not given),1
N#CC(=C(O)CN1CCN(c2ccccc2F)CC1)c1nc(-c2ccccc2)cs1,-6
CCCCN1CC(COCc2ccccc2)Oc2cccc(Oc3ccccc3)c2S1(=O)=O (stereo not given),2
NC(=O)Cc1ccc(OCc2nn[nH]n2)cc1,-1
CCOC(=O)[C@]12CCC=C1N(Cc1cccc3ccccc13)C(=O)[C@H](CC(=O)NCc1ccc(OC)c(OC)c1)C2,-1
CC1=C(C(=O)N(C(C)C)C(C)C)CC(CC(=O)NC2CCCCC2)C(=O)N1Cc1ccccc1 (stereo not given),0
CNc1cccc(-c2c(OC)cccc2OC)n1,1
COc1ccc(CN2C[C@@H](CO)O[C@@H](n3cnc4c(N5CCOCC5)ncnc43)C2)cc1,-3
Cc1ccccc1Cn1c(C)c(C(=O)NCc2ccc(Cl)c(Cl)c2)sc1=O,0
Cc1c(NC(=O)c2cc3ccccc3o2)cccc1-n1cnnn1,-2
CC(C)c1ccc(C2OCCCO2)cc1,-2
CC(C)(CO)CNc1ccn2nccc2n1,-1
COc1ccc(CN2C(=O)C(CC(=O)NCc3cccc4ccccc34)CC(C(=O)N3CCOCC3)=C2C)cc1 (stereo not given),-1
CN(C)S(=O)(=O)c1ccc(Cl)c(NC(=O)CSc2nnnn2-c2ccc(O)cc2)c1,2
CCc1ccc(NC(=O)CSc2nc(C)cs2)cc1,1
CCCC(=O)OCC(=O)Nc1ccc(N=Nc2ccccc2)cc1,1
O=S(=O)(c1ccccc1)N1CCCCC1CCc1ccccc1 (stereo not given),0
COc1ccc(CCNC(=O)Cn2c(=O)n(-c3ccc(F)cc3)c(=O)c3sccc32)cc1OC,2
CCNC(=O)C1(C)CCCN(CCOc2ccc(Cl)cc2)C1 (stereo not given),2
Cn1c(=O)c2cc(NC(=O)NCCc3ccccc3)ccc2n1Cc1ccc(F)cc1,2
CN(C)CCN1CCN(C2CN(Cc3cn(Cc4ccc(C(F)(F)F)cc4)nn3)S(=O)(=O)C2)CC1 (stereo not given),-4
CCCOc1ccc(F)cc1-c1cc(C(=O)NCc2ccccc2OC)[nH]n1,-1
CCCNC(=O)C1(C)CCN(C(=O)c2cccnc2Oc2ccccc2)C1 (stereo not given),4
CCOC(=O)N1C(=O)NC(=O)C1c1ccc(OC)cc1 (stereo not given),1
Cc1cc(NC(=O)C(C)SCC(=O)Nc2cccc(S(=O)(=O)N3CCCCCC3)c2)no1 (stereo not given),1
COc1cc(N=Nc2ccc(C(=O)N(C)C)cc2)c(C)cc1N,4
COc1ccc(-n2nnnc2C(c2cc3ccccc3o2)N2CCN(C/C=C/c3ccccc3)CC2)cc1 (stereo not given),-1
CCOC(=O)[C@]12CCCC=C1N(CCC1=CCCCC1)C(=O)[C@H](CC(=O)NCCCCc1ccccc1)C2,-6
O=C(NC(=S)N1CCCc2ccccc21)c1ccc(Cl)cc1,-42
CN1C(=O)[C@H]2[C@@H](c3ccc(C(F)(F)F)cc3)N[C@]3(CCCN(CC4CCCCC4)C3=O)[C@H]2C1=O,1
CCCCn1c(-c2nonc2NC(=O)c2ccccc2Cl)nc2ccccc21,1
O=C(NC1CCCCC1)C(CCc1ccccc1)N1CCc2ccccc2C1 (stereo not given),2
O=C1[C@H]2[C@@H](c3ccc(C(F)(F)F)cc3)N[C@]3(CCCN(Cc4ccc(Cl)cc4)C3=O)[C@H]2C(=O)N1Cc1ccccc1,0
N#CCCN(Cc1ccccc1)C(=O)CCC(=O)c1ccc(F)cc1,-5
CCCCc1c(Cc2cccc(F)c2)ncn1CCc1ccccc1OC,-1
C#CCN1C=CC(=O)[C@@H](O)[C@H]1c1ccccc1Br,0
COC(=O)c1cnc(Nc2nc(C(N)COCc3ccccc3)cs2)nc1C(F)(F)F (stereo not given),2
COc1ccc(CN2C(=O)C(CC(=O)NCCN3CCOCC3)CC(C(=O)N(C(C)C)C(C)C)=C2C)cc1 (stereo not given),1
CC(O)(c1ccccc1)c1nc(-c2csc3ccccc23)cs1 (stereo not given),3
COCCNC(=O)C1(C)CCCN(C(=O)c2cnc3ccccc3n2)C1 (stereo not given),1
N#C/C(=C/C1=C(N2CCOCC2)C(=C/c2cccc([N+](=O)[O-])c2)/CC1)C(=O)Nc1ccccc1F,73*
Cc1c(C(=O)NCc2ccccc2)sc(=O)n1Cc1ccccc1F,-2
CCc1ccc(/C=C2\SC(=S)N(CCCC(=O)NC3=NCCS3)C2=O)cc1,1
C[C@H](O)CNC(=O)c1[nH]cnc1C(=O)N[C@@H](C)c1ccccc1,1
CC12CCC(=O)C=C1C(O)CC1C2CCC2(C)C1CCC2(O)C(=O)CO (stereo not given),3
Brc1ccc2c(c1)-c1ccccc1C1=NCCN12,-2
Nc1nc2c(Br)ccc(Br)c2cc1C(=O)NCCc1ccccc1,-37
Nc1ccccc1Nc1cc(-c2ccccc2)[nH]n1,22
O=C(NCC1CCCCC1)c1cc(-c2cc(F)ccc2OCC2CCCO2)n[nH]1 (stereo not given),-2
Cc1cc(F)cc(-c2cc(C(=O)NCc3ccco3)[nH]n2)c1,0
CCCc1nc2ccc(C)cn2c1Cc1ccc(OC)cc1C,-17
# Next records:
SMILES,SENP1 FRET inh
CC12CCCC(C(C#N)C(N)=O)(C1)NC(=O)C2C#N (stereo not given),1
C[C@H](O)[C@@H]1C(=O)N2CCc3ccc(-c4cccc(F)c4)cc3[C@@H]2C[C@@H]1N(C)C(=O)Nc1ccccc1,-65
COC(=O)c1ccc2nc(-c3ccccc3)c(Cc3ccsc3)n2c1,-7
CC1(Cc2ccc(Cl)cc2)C(=O)Nc2ccc(-c3ccc(F)c(Cl)c3)cc21 (stereo not given),1
O=C1NCCN1c1ccccc1,2
CCCCn1c(N)c(C(=S)NC(=O)CC(C)C)c(=O)n(C)c1=O,1
CCOC(=O)N1CCN(C(=O)CSCC(=O)N=c2sc3cc(OC)ccc3n2C)CC1,-26
Cn1ncc(Cl)c1C(=O)N1CCN(C(=O)c2ccco2)CC1,2
CC(C)OC(=O)N(C)C[C@H]1OCc2cnnn2CCCC(=O)N([C@H](C)CO)C[C@H]1C,1
COc1ccc(C(O)c2ncc(-c3cccc4ccccc34)[nH]2)cc1F (stereo not given),-2
CC(=O)N1CCN(Cc2cc(=O)oc3cc(C)ccc23)CC1,1
CS(=O)(=O)N1N=C(c2ccccc2)CC1c1ccc2c(c1)OCO2 (stereo not given),-69
CC(=O)c1ccc2c3c(cc(C)c2c1)CCCC3,1
O=C1NC[C@H](Cc2ccccc2)N(CC2CCN(CCc3ccccc3)CC2)C1=O,1
CC(C)CC(=O)[C@@H](O)Cc1ccc(O)cc1,-1
CCN(CC)S(=O)(=O)c1ccc(C(O)=C(C#N)c2nc3ccccc3n2C)cc1,-8
Cc1ccc(N(C)S(=O)(=O)c2cccc(C(=O)OCC(=O)N(C)Cc3ccccc3)c2)cc1,0
Cc1ccc(-c2cnc(C(O)c3cccc(Cl)c3)[nH]2)cc1 (stereo not given),0
CNC(=O)C[C@H]1C(=O)N(C2CCCCC2)C[C@@H]1c1ccc(Br)cc1,-1
O=C(NC1CCN(Cc2ccccc2)CC1)c1cc(S(=O)(=O)N2CCOCC2)ccc1Cl,0
COC(=O)[C@@]1(Cc2ccc(F)cc2)[C@H]2C(CC(=O)C(=O)N3CCCC3)C(=O)C[C@H]2CN1C(=O)c1ccccc1 (stereo not given in full),0
COC(=O)c1ccccc1OCc1cc(=O)oc2ccc(C)cc12,0
NC(Cc1cnc[nH]1)c1csc(Nc2ccc(C(F)(F)F)cn2)n1 (stereo not given),-6
CCN(CC)C(=O)C1=C(C)N(Cc2ccccc2)C(=O)C(CC(=O)NC2CCCCC2)C1 (stereo not given),3
CC(C)Nc1nc(Nc2ccc(C#N)cc2)c2sccc2n1,0
c1ccc(OCCNc2ccn3nc(-c4ccccc4)cc3n2)cc1,-3
OC(c1cccc(Cl)c1)c1nc(-c2csc3ccccc23)cs1 (stereo not given),3
O=C(/C=C/c1ccccn1)c1ccc(Br)cc1O,-14
Cc1nc2nc(C(F)(F)F)[nH]c2nc1C,-3
Nc1ccn(C2OC(COP(=O)(O)O)C(O)C2O)c(=O)n1 (stereo not given),0
O=C(NNc1ccccc1)OCc1ccccc1,-3
Cc1nc(C(F)(F)F)ccc1C(=O)N1CCC1(C)C(=O)Nc1ccc2c(c1)OCO2 (stereo not given),0
CCCC[C@@H]1Cc2[nH][nH]c(=O)c2[C@H](c2ccc3ccccc3c2)O1,2
COc1ccc(C(=O)Cn2c(NCCCO)nc3ccccc32)cc1,1
Cc1ccc(NC(=O)c2sc3nc(N4CCOCC4)c4c(c3c2N)CCCC4)cc1,-53
C#CCN(C[C@@H]1[C@@H](OC(=O)NCCCCCC)[C@@H](OC(=O)NCCCCCC)Cn2c(=O)ccc(=O)n21)S(=O)(=O)c1ccc(C)cc1,3
CCN(CC(=O)Nc1ccccc1C(F)(F)F)C(=O)c1ccccc1OCc1ccc(F)cc1,-3
CNc1cnc(-c2ccc(C(=O)N3CCOCC3)cc2)cn1,-1
CCc1ccc2cc(C)cc(C)c2n1,-1
Cc1ccc(SCc2c(C(=O)N/N=C/c3cccs3)nnn2-c2nonc2N)cc1,0
CCOC(CNC(=O)c1[nH]c(C(F)(F)F)nc1-c1ccccc1)OCC,1
c1ccc(COc2ncnc3c2ncn3CCCNCc2ccccn2)cc1,0
CCc1nc2ccc(C(=O)NCCOc3ccc(OC)cc3)cn2c1N(CC)Cc1cccc(Br)c1,0
Cc1nc(N2CCN(S(=O)(=O)c3ccccc3)CC2)c2c3c(sc2n1)CC(C)CC3 (stereo not given),1
O=C(Cc1csc2ccccc12)NCC1CC1,0
COCCNc1nc(NCCCN2CCCC2=O)c2sc(-c3ccccc3)cc2n1,-1
Cc1ccc(C(=O)Nc2ccc3nc(C)sc3c2)o1,-5
CCCS(=O)(=O)NC(=O)C1(C)CCN(C(=O)c2ccc(F)c(Cl)c2)C1 (stereo not given),0
CC(O)C(=O)N/N=C/c1cccc2ccccc12 (stereo not given),-1
c1ccc(-c2nnc3oc(-c4cccs4)nn23)cc1,0
CCOC(=O)[C@]12CCC=C1N(Cc1ccco1)C(=O)[C@H](CC(=O)NCc1ccc(C)o1)C2,-7
O=C(O)c1ccccc1-c1ccccc1C(=O)Nc1ccc2c(c1)C(O)c1ccccc1-2 (stereo not given),1
CC(=O)Nc1cccc(OCc2cccc([N+](=O)[O-])c2)c1,-2
CN1CCN(C(=O)C[C@@H]2C[C@H]3c4cc(NC(=O)c5cccnc5)ccc4O[C@H]3[C@H](CO)O2)CC1,-1
O=C(O)C1(Nc2ccc(Cl)cc2)CCCC1,5
CCOc1cc(C(=O)OC(C)C(=O)Nc2ccccc2OC)ccc1OCC(=O)N1CCOCC1 (stereo not given),2
C[C@@H]1CN([C@H](C)CO)C(=O)CCCn2nncc2CO[C@H]1CN(C)C(=O)Nc1cccc(Oc2ccccn2)c1,0
CCOC(=O)C1(C)CCCN(C(=O)C(c2ccccc2)c2ccccc2)C1 (stereo not given),2
COCCCN1C(=O)C(CC(=O)NC2CC2)CC(C(=O)N(C(C)C)C(C)C)=C1C (stereo not given),1
Cc1ccccc1Oc1nnc(-c2cccs2)c2ccccc12,-1

# Rewritten tab-delimited: 18 of the compounds above
structure	SENP1 FRET inh
Cc1ccc(SCc2c(C(=O)N/N=C/c3cccs3)nnn2-c2nonc2N)cc1	0
CCOC(CNC(=O)c1[nH]c(C(F)(F)F)nc1-c1ccccc1)OCC	1
c1ccc(COc2ncnc3c2ncn3CCCNCc2ccccn2)cc1	0
CCc1nc2ccc(C(=O)NCCOc3ccc(OC)cc3)cn2c1N(CC)Cc1cccc(Br)c1	0
Cc1nc(N2CCN(S(=O)(=O)c3ccccc3)CC2)c2c3c(sc2n1)CC(C)CC3 (stereo not given)	1
O=C(Cc1csc2ccccc12)NCC1CC1	0
COCCNc1nc(NCCCN2CCCC2=O)c2sc(-c3ccccc3)cc2n1	-1
Cc1ccc(C(=O)Nc2ccc3nc(C)sc3c2)o1	-5
CCCS(=O)(=O)NC(=O)C1(C)CCN(C(=O)c2ccc(F)c(Cl)c2)C1 (stereo not given)	0
CC(O)C(=O)N/N=C/c1cccc2ccccc12 (stereo not given)	-1
c1ccc(-c2nnc3oc(-c4cccs4)nn23)cc1	0
CCOC(=O)[C@]12CCC=C1N(Cc1ccco1)C(=O)[C@H](CC(=O)NCc1ccc(C)o1)C2	-7
O=C(O)c1ccccc1-c1ccccc1C(=O)Nc1ccc2c(c1)C(O)c1ccccc1-2 (stereo not given)	1
CC(=O)Nc1cccc(OCc2cccc([N+](=O)[O-])c2)c1	-2
CN1CCN(C(=O)C[C@@H]2C[C@H]3c4cc(NC(=O)c5cccnc5)ccc4O[C@H]3[C@H](CO)O2)CC1	-1
O=C(O)C1(Nc2ccc(Cl)cc2)CCCC1	5
CCOc1cc(C(=O)OC(C)C(=O)Nc2ccccc2OC)ccc1OCC(=O)N1CCOCC1 (stereo not given)	2
C[C@@H]1CN([C@H](C)CO)C(=O)CCCn2nncc2CO[C@H]1CN(C)C(=O)Nc1cccc(Oc2ccccn2)c1	0
